# Screening data: PubChem BioAssay, National Center for Advancing Translational Sciences (NCATS)
# CBFb RUNX1 block = blocks binding between human CBF-beta and RUNX1; Q01196+Q13951; AlphaScreen CBFb-His/RUNX1-biotin binding, biochemical; Potency, µM (series often up to 59.8 µM), inactives show top-dose activity, negative = inhibition, most hits filed as inhibitors; 230,000 tested, under 10 active; AID 1477; further: % of control where 0% means no effect
# Target sequence (Q01196 whole entry, looked up): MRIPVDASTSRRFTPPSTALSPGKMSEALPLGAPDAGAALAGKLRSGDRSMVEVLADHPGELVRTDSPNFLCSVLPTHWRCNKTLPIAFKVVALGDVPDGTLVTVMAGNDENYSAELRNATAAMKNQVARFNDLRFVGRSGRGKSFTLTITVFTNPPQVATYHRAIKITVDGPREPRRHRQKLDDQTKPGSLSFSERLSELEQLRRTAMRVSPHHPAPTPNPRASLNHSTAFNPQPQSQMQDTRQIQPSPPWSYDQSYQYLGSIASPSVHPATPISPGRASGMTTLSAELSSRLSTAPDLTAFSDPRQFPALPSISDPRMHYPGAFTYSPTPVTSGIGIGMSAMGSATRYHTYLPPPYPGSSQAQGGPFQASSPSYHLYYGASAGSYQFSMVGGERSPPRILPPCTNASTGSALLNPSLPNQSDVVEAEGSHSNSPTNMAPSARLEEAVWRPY
# Target sequence (Q13951 whole entry, looked up): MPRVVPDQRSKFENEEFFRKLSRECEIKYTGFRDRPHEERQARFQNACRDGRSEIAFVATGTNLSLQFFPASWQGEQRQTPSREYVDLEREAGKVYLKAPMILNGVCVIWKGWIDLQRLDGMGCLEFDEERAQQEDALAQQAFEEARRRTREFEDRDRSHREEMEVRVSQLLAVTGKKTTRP
#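 Read-out: AlphaScreen. Format: His-CBF-beta with biotinylated RUNX1 (30 nM each) preincubated 20 min, compound 15 min, Ni-chelate plus streptavidin beads 90 min; room temperature throughout.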
# Lamin A splicing = LMNA splicing modulation; HeLa LMNA splicing GFP/RFP minigene ratio, 48 h; Potency, µM (doses to about 46.1 µM), without a hit: at the highest dose ratio change, negative = inhibition, hits mostly inhibitors; actives 0.01% (n = 200,000); AID 1487; active means well fitted inhibition curve with a large enough effect in the signal ratio, with a control signal flat, not every such curve was filed as active; inconclusive means small, poorly fitted or top-dose-only effect, or effect the other way, or a change in a side signal; the % refers to the signal ratio; further: potency means the concentration at half of the fitted maximal effect; on the % scale 0 is the no-effect control and ±100 the full control effect
#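 S3 HeLa stable clones carrying a lamin A-EGFP splicing minigene plus DsRed2 were seeded at 600 cells/well in Opti-MEM with 2% FBS, pin-dosed and incubated 48 h at 37°C. Acumen cytometry (488 nm) gave the GFP/RFP total-intensity ratio.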
# IMPase Li cell = IMPase inhibition in cells with lithium potentiation. AID 1457. CHO-M1 cells, IP1 TR-FRET (IP-One), carbachol + lithium. Potency, µM (series often up to 59.4 µM), inactives show top-dose activity, negative = IMPase inhibition, most hits filed as inhibitors. actives 0.35% (n = 210,000);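 further: IP1 builds up when IMPase is blocked and the TR-FRET signal falls; potency means the concentration at half of the fitted maximal effect; plate controls were basal vehicle for no effect and high inhibitor control for full effect; nearly all actives have a fitted effect of over 50% in size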
#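 Lithium-sensitised IP1 accumulation assay; M1-expressing CHO cells treated 30 min at 37C with compound. Competitive antibody detection by time-resolved FRET followed a 10 min room-temperature lysis step.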
# NPSR antagonist = antagonists of human neuropeptide S receptor cAMP signaling | Q6W5P4 | CHO-NPSR cells, cAMP TR-FRET, antagonist mode | Potency, µM (top dose mostly 38.3 µM), inactives show at the top dose activity change, negative = inhibition, usual class: inhibitors | actives 1% (n = 220,000) | AID 1461; further: potency means the concentration at half of the fitted maximal effect; on the % scale 0 is the no-effect control and ±100 the full control effect; nearly all actives have a fitted effect of over 50% in size; many of its hits are not listed in these tables
# Target sequence (Q6W5P4 whole entry, looked up): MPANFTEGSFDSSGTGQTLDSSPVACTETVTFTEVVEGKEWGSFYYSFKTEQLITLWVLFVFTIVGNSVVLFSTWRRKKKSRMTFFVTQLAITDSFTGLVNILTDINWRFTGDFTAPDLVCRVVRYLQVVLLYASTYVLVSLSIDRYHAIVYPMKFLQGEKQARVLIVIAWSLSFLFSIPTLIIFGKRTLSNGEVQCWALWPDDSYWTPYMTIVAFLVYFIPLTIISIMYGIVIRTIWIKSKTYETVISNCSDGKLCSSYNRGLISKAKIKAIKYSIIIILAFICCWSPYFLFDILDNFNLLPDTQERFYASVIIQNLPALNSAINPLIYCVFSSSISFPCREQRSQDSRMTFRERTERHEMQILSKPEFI
# Epigenetic derep = derepresses silenced GFP reporter in murine cells; AID 1865; Potency, µM (top dose mostly 53.9 µM), for inactives: top-dose GFP activation, actives largely listed as activators; murine LDR cells, GFP reporter derepression, 30 h; actives 0.2% (n = 280,000); further: potency means the concentration at half of the fitted maximal effect; % of control where 0% means no effect; nearly all actives have a fitted effect of over 60% in size
#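 Derepression of a silenced CMV-GFP reporter in murine LDR cells is scored by enumerating GFP-positive cells with a laser-scanning microplate cytometer after 30 hours of treatment at 37 C.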
# HTT aggregate = reduces HttQ103-GFP aggregates in PC12 cells. AID 1688. PC12 HttQ103-GFP aggregates, Acumen cytometry, 40 h. actives 1.1% (n = 220,000). Potency, µM (highest dose often 46.1 µM), inactives show at the highest dose activity change, negative = inhibition, most hits filed as inhibitors; further: potency means the concentration at half of the fitted maximal effect; on the % scale 0 is the no-effect control and ±100 the full control effect; nearly all actives have a fitted effect of over 60% in size
#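 Steps: seed 1500 PC12 HTTQ103-GFP cells/well; add tebufenozide, 100 nM final; add compound titration; add ATPLite reagent; quantify GFP aggregates by laser scanning cytometry.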
# KinaseGlo FLuc = counter-screen: inhibitors of Kinase-Glo firefly luciferase. Kinase-Glo luciferase, ATP luminescence, 8 min. Potency, µM (highest dose often 38.3 µM), inactives show at the highest dose activity change, negative = inhibition, hits mostly inhibitors. actives 0.28% (n = 200,000). AID 1379; further: potency means the concentration at half of the fitted maximal effect; on the % scale 0 is the no-effect control and ±100 the full control effect; nearly all actives have a fitted effect of over 60% in size
#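 Luminescence was the read-out, taken after 8-minute incubation at ambient temperature. Luciferase turned over luciferin with 10 uM ATP in imidazole pH 7.2 buffer containing KCl, MgCl2, Tween 20 and BSA.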
# Starred values were filed as active, the others as inactive; ? = inconclusive; . = no result given; [ ] = remark or other dose. Unless noted, the call rests on the fitted dose curve; in most records, active means well fitted curve in the direction sought with a large enough effect; inconclusive means small, poorly fitted or top-dose-only effect, or another doubt; inactive means no such curve, though single readings can be large; an effect the other way counts as inactive or inconclusive.
SMILES,CBFb RUNX1 block,Lamin A splicing,IMPase Li cell,NPSR antagonist,Epigenetic derep,HTT aggregate,KinaseGlo FLuc
CCc1ccc2c(c1)c(N=NC1=NC(=O)CS1)c(O)n2C,4%,1%,10%[38.3 µM],-15%[46.1 µM],-4.3%,6%,3%
Oc1oc(-c2ccccc2Br)nc1/C=N/c1ccccn1,3%,.,0%,-9%,-0.1%,-1%,-7%
O=C1C(Cc2ccccc2)NC(=S)N1Cc1ccccc1 (configuration not stated),8%,4%[46 µM],16%,5%,0.1%,13%[9.22 µM],0%
COc1cc(/C=N\n2cnnc2)ccc1OCC(=O)Nc1ccc(C)cc1,20%,1%,-13%[38.3 µM],-5%[46.1 µM],-0.9%,10%,-3%
Cc1c(C(=O)NN2CCOCC2)oc2c1ccc1ccccc12,9%,-2%[46 µM],-1%,1%,0.0%,1%,1%
COc1ccc(S(=O)(=O)Nc2cccnc2)cc1,9%,.,.,5%,1.1%,3%[9.22 µM],.
COc1ccc(OC)c(NC(=O)Cn2c(=O)n(CC(=O)NCc3ccco3)c(=O)c3ccccc32)c1,-7%,19%,18%[38.3 µM],-3%[46.1 µM],-7.1%,7%,0%
Nc1c(C(=O)c2ccccc2)oc2ccc([N+](=O)[O-])cc12,-18%,.,.,-10%,-0.9%,-31%[9.22 µM],.
Cc1noc(C)c1S(=O)(=O)N(C)Cc1ccccc1,7%,.,9%,12%,4.5%,6%,-1%
CC(=O)Nc1ccc(NC(=O)CC2Nc3cccc4cccc(c34)NC2=O)cc1 (configuration not stated),-7%,-5%,8%[38.3 µM],-19%[46.1 µM],-2.3%,15%,-1%
Cc1ccc(C2(C)NC(=O)N(CC(=O)NCc3cccs3)C2=O)cc1 (configuration not stated),-6%,?,-9%,26%,-0.1%,5%,-3%
CCOC(=O)N1CCC(N2Cc3cccc(C(=O)N4CCN(C5CCCCC5)CC4)c3C2=O)CC1,-2%,-2%,6%[38.3 µM],10%[46.1 µM],1.9%,2%,3%
COc1ccc(C(C)C)cc1S(=O)(=O)Nc1ccccn1,6%,1%,?,-7%[46.1 µM],1.0%,-10%,18%
CC(=O)Nc1ccc(S(=O)(=O)NC2=C(N3CCN(Cc4ccccc4)CC3)C(=O)c3ccccc3C2=O)cc1,?,?,58%[activator][38.3 µM],-28%[46.1 µM],-2.3%,-7%,-1%
CC(C)CC(=O)Nc1ccccc1N1CCN(C(=O)c2ccccc2)CC1,11%,-2%,26%[38.3 µM],-8%[46.1 µM],0.0%,-21%,2%
CC1(/[N+]([O-])=C/c2ccc(Cl)cc2Cl)CCCCC1=O (configuration not stated),-4%,.,.,-20%,-0.4%,13%[9.22 µM],.
COCC(C)NC(=O)c1ccc(N(C)C)cc1 (configuration not stated),1%,-4%,-8%[38.3 µM],-21%[46.1 µM],-0.4%,?,8%
Clc1cccc(C2CCN(Cc3nc(CC4CC4)no3)C2)c1 (configuration not stated),0%,8%[46 µM],8%,-14%,-3.8%,-5%[9.22 µM],3%
Cc1cc(C)c2c(n1)sc1c(N3CCN(CCO)CC3)ncnc12,11%,5%,15%[38.3 µM],-1%[46.1 µM],-1.0%,13%,1%
O=C(CSc1nnc(-c2cccnc2)o1)Nc1ccccn1,4%,-4%,13%[38.3 µM],-6%[46.1 µM],2.4%,-25%,-2%
COc1cc(/C=N/NC(=O)C2c3ccccc3Oc3ccccc32)ccc1O,-1%,-3%,12%[38.3 µM],-27%[46.1 µM],7.3%,18%,2%
Cc1ccc(-c2nc(C3CCCN(S(=O)(=O)c4ccc(C(F)(F)F)cc4)C3)no2)cc1 (configuration not stated),8%,20%,13%[38.3 µM],-8%[46.1 µM],-2.1%,-7%,0%
COc1ccc(OC)c(-c2nc3cc4ccccc4cc3nc2-c2ccccc2)c1,26%,14%,7%,-32%,1.3%,8%,-2%
CCC(=O)Nc1cccc(NC(=S)NC(=O)c2ccc(C)cc2)c1,-1%,.,5%,-9%,1.4%,7%[9.22 µM],5%
Cc1ccccc1CSCC(=O)NC(=O)NC(C)(C)C,1%,?,9%[38.3 µM],-1%[46.1 µM],-1.9%,-16%,-1%

# New compounds follow:
SMILES,CBFb RUNX1 block,Lamin A splicing,IMPase Li cell,NPSR antagonist,Epigenetic derep,HTT aggregate,KinaseGlo FLuc
COc1ccc(NC(=O)CC2C(=O)N(c3ccc(F)cc3)C(=S)N2NC(=O)c2ccccc2)cc1 (configuration not stated),-5%,?,-1%,-17%,-1.0%,25%,-1%
CCOC(=O)N1CCN(C(=O)Cc2ccc(-n3c(=O)[nH]c4ccccc4c3=O)cc2)CC1,0%,7%,3%[38.3 µM],-2%[46.1 µM],-1.1%,-5%,-2%
Cc1ccc(NC(=O)CCC(=O)c2cccs2)c(O)c1,2%,.,.,-3%,4.3%,17%[9.22 µM],.
O=C(Nc1nnc(CCOCCOCCc2nnc(NC(=O)c3ccco3)s2)s1)c1ccco1,6%,3%,21%[38.3 µM],-13%[46.1 µM],0.0%,-2%,-1%
CN(CC(=O)N1CCCC1)S(=O)(=O)c1ccc2ccccc2c1,-5%,-4%[46 µM],3%,-2%,1.1%,.,1%
Cc1cc(C)n(-c2cc(C(C)(C)C)nc3c(-c4ccc(Cl)cc4)cnn23)n1,8%,0%,5%[38.3 µM],-32%[46.1 µM],-0.7%,-9%,-2%
COC(=O)c1sccc1NC(=O)c1ccc(Cl)s1,-1%,7%,2%[38.3 µM],0%[46.1 µM],0.0%,-2%,-7%
Cc1ccccc1OCc1n[nH]c(=S)n1Cc1ccccc1,-2%,?,21%,5%,3.2%,16%,2%
CCc1nn(-c2ccccc2)c2c1-c1cc(OC)c(OC)cc1C1(N2)C(=O)Nc2ccccc21 (configuration not stated),-11%,22%,41%[activator][38.3 µM],?,-0.2%,9%[9.22 µM],0%
COc1c(C(=O)NNC(=O)c2ccccc2Cl)csc1Br,0%,.,.,-4%[7.67 µM],0.0%,-6%[9.22 µM],.
O=C(Cc1cn2ccsc2n1)Nc1nc2c(s1)CCCC2,-6%,-18%,-15%[38.3 µM],-3%[46.1 µM],-5.6%,-18%,-6%
CCC(=O)NC1=C(NC(C)c2ccccc2)C(=O)c2ccccc2C1=O (configuration not stated),-2%,-2%,32%[activator][38.3 µM],-22%[46.1 µM],-3.1%,-1%[9.22 µM],-1%
Fc1cccc(CSc2nc3ccncc3[nH]2)c1,3%[2.36 µM],0%,3%,6%,-2.7%,-9%,-20%
Cc1ccc(-c2noc(CCC(=O)Nc3cc(C)ccn3)n2)cc1,3%,6%,-2%[38.3 µM],6%[46.1 µM],0.0%,-4%,0%
O=S(=O)(NCC1OCCc2ccccc21)c1ccc(S(=O)(=O)N2CCOCC2)cc1 (configuration not stated),1%,2%,4%[38.3 µM],-5%[46.1 µM],1.0%,-6%,1%
O=C(NC1(C(F)(F)F)N=C2SCCN2C1=O)C1CCCCC1 (configuration not stated),3%,-8%,22%[38.3 µM],3%[46.1 µM],-1.0%,14%,-4%
CCN1CCC(NC(=O)Nc2ccc(F)cc2F)CC1,-1%,.,1%,-23%,-4.7%,-5%[9.22 µM],-1%
CCN(CC)CCNC(=O)CS(=O)Cc1nc(-c2ccccc2Cl)oc1C (configuration not stated),1%,5%,-19%[38.3 µM],0%[46.1 µM],-0.9%,-10%,-6%
COc1cc2c(cc1OC)C(C)N(C(=O)c1c(-c3ccccc3)noc1C)CC2 (configuration not stated),6%,.,.,-1%,0.0%,-18%[9.22 µM],.
C/C(=N\NC(=O)c1ccc(CN2CCOCC2)cc1)c1ccc([N+](=O)[O-])cc1,-4%,?,24%,12%,0.0%,8%,-6%
Cc1ccc(NC(=O)CSc2ncnc3ccccc23)cc1S(=O)(=O)N1CCCCCC1,2%,?,5%,-55%,0.0%,-20%,2%
CCCCCC(=O)/C=C/[C@H]1[C@H](O)CC(=O)[C@@H]1C/C=C\CCCC(=O)O,2%,.,9%,.,0.8%,.,1%
COC(=O)c1sccc1NC(=O)c1cc(-c2ccc(C)cc2C)nc2ccccc12,8%,-22%,-20%[38.3 µM],1%[46.1 µM],-1.1%,1%,2%
Cc1ccc(S(=O)(=O)N2CCOCC2)cc1NC(=O)COc1ccc(-c2nnco2)cc1,3%,.,-2%,6%,-0.4%,5%,1%
COc1cccc(/C=N/NC(=O)c2ccc(=O)n(C)c2)c1O,?,-25%,7%,8%,0.0%,7.9µM*,-3%

# (continued)
SMILES,CBFb RUNX1 block,Lamin A splicing,IMPase Li cell,NPSR antagonist,Epigenetic derep,HTT aggregate,KinaseGlo FLuc
COCCN1C(=O)N(C)[C@@H](c2ccccc2)C(C(C)=O)=C1C,-4%[13.1 µM],15%[9.22 µM],3%,12%,0.8%,10%[9.22 µM],-7%[7.66 µM]
Cc1cccc(C)c1Nc1nnc(SCC(=O)c2ccc3c(c2)NC(=O)CO3)s1,-1%,5%,7%,-7%,-1.8%,3%,3%
O=C(NNC(=O)C1CCN(Cc2cccc(F)c2)CC1)c1cccc(Cl)c1,6%,-2%,24%[38.3 µM],-6%[46.1 µM],4.5%,18%,3%
N#C/C(=C\c1c[nH]c2ccccc12)c1nnc2n1CCCCC2,1%,?,-4%,?,0.0%,?,3%
COc1ccc(O)c(/C=C(\C#N)C(=O)Nc2cccnc2)c1,5%,-3%,-1%,-3%,1.0%,-7%,-4%
CC[n+]1c(/C=C/Nc2ccccc2)oc2ccccc21,-3%,?,21%[38.3 µM],7%[46.1 µM],16µM*,-11%,-4%
Nc1nc(NC(=O)/C=C\C(=O)O)nn1-c1ccccc1,?,.,-5%,20%,-0.1%,2%,-6%
O=C(N/N=C/c1ccccc1OCc1ccccc1Cl)c1cccnc1,0%,-6%[46 µM],-3%,-24%,0.8%,-26%,1%
CCn1c(Cc2ccccc2)n[nH]c1=S,4%,.,.,11%,1.1%,0%[9.22 µM],.
COC(=O)C1=C(C)N(C)C(=S)NC1c1c(OC)ccc2ccccc12 (configuration not stated),5%,.,10%,-20%,1.1%,-17%,-3%
Cc1nn(-c2ccccc2)c(C)c1C(=O)OCC(=O)N(C)C1CCS(=O)(=O)C1 (configuration not stated),12%,-23%[46 µM],10%,4%,-3.8%,26%,-29%
CC(Sc1nc2ccccc2o1)C(=O)O (configuration not stated),2%,4%,-21%[38.3 µM],2%[46.1 µM],-0.8%,3%,-25%

# Shown as a hit in Epigenetic derep (from the list above):
molecule | CBFb RUNX1 block | NPSR antagonist | Epigenetic derep
CC[n+]1c(/C=C/Nc2ccccc2)oc2ccccc21 | -3% | 7%[46.1 µM] | 16µM*

# The list is partial. The share of hits here may be higher or lower than overall.
